HIV peptide binding: inhibitors of HIV fusion peptide binding, primary screen, biochemical, uHTS, fluorescence dequenching (AID 1986); cell-free peptide binding, fluorescence dequenching, 30 min; higher % means a stronger effect; hit rate 0.3% among 290,000; inhibition, % at 20 µM; hits with a dose series show IC50 in µM; in the data active means inhibition mostly above about 52%, no sharp cut-off; inactive means mostly below about 76%; further: some results filed as inactive read as strong as hits
NOD1 inhibition: NOD1 signaling inhibitors, primary screen, cell-based, luminescence, uHTS (AID 1578). NOD1-driven NF-kB luciferase reporter cells, luminescence; higher % means a stronger effect. hit rate 1% among 290,000. one-dose inhibition, % at 4 µM; EC50 in µM for titrated hits; in the data active means inhibition mostly above about 36%, no sharp cut-off; inactive means mostly below about 34%;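 further: HEK-293T reporter cells stimulated with the NOD1 agonist gamma-tri-DAP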
GPR55 activation: selective activators of receptor GPR55 – imaging, U2OS cells, beta-arrestin-GFP redistribution, primary screen (AID 1961); U2OS GPR55 beta-arrestin-GFP redistribution imaging; higher % means a stronger effect; one-dose activation, % at 10 µM; EC50 in µM for titrated hits; hit rate 0.048% among 290,000;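 active means activation above 40% with more than 50 cells counted in the well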;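 further: U2OS osteosarcoma cells stably expressing GPR55 and beta-arrestin-GFP; plate controls were DMSO negative control for no effect and LPI positive control for full effect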
MgcRacGAP inhibition: MgcRacGAP GTPase-activating activity inhibitors, confirmation, biochemical, ADP Hunter fluorescence; hit rate 0.6% among 340,000; inhibition, % at 30 µM; hits with a dose series show IC50 in µM; MgcRacGAP-stimulated Rac1 GTP hydrolysis, ADP Hunter fluorescence; higher % means a stronger effect; GST-tagged Rac1 F28L mutant substrate;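 active means first-screen hits whose inhibition reached a set limit at any dose in the follow-up dose series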;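 further: fluorescence reports GDP produced by GAP-driven GTP hydrolysis; strong numbers were not always called active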
KOR beta-arrestin-1: kappa opioid receptor activators – cell-based, luminescence, uHTS, primary screen (AID 1777) | KOR beta-arrestin recruitment, luminescence; higher % means a stronger effect | one-dose activation, % at 10 µM; EC50 in µM for titrated hits | hit rate 0.02% among 280,000; in the data active means activation above about 50%, passing the limit was not always enough; further: a part of the inactive calls stands beside numbers as strong as those of hits
Large T inhibition: SV40 large T antigen inhibitors, biochemical (AID 1903); SV40 large T antigen ATPase/helicase inhibition assay; higher % means a stronger effect; inhibition, % at 20 µM; hits with a dose series show IC50 in µM; hit rate 0.39% among 310,000; in the data active means a potency from the dose series; further: strong numbers were not always called active
GPR55 LPI antagonism: GPR55 antagonists blocking LPI-driven arrestin recruitment, primary screen, imaging, U2OS, beta-arrestin-GFP, LPI agonist (AID 2013); hit rate 0.13% among 290,000; U2OS GPR55 beta-arrestin-GFP translocation imaging, LPI antagonism; higher % means a stronger effect; inhibition, % at 10 µM; hits with a dose series show IC50 in µM;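 active means spots per cell inhibited over 60%, with over 100 cells counted and total cytoplasm intensity under 500,000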;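 further: U2OS cells stably carrying GPR55 and arrestin-GFP stimulated by 5 µM LPI near EC80; imaged beta-arrestin-GFP aggregate spots per cell after agonist stimulation; plate controls were LPI-stimulated DMSO wells for no effect and DMSO wells without LPI for full effect; some results filed as inactive read as strong as hits; confirmed hits need IC50 under 10 µM and bright autofluorescent wells are also inconclusive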
KOR beta-arrestin-2: kappa opioid receptor blockers – cell-based, luminescence, uHTS (AID 1778); hit rate 0.091% among 290,000; KOR beta-arrestin recruitment, luminescence, antagonist mode; higher % means a stronger effect; inhibition, % at 10 µM; hits with a dose series show IC50 in µM; further: strong numbers were not always called active
NOD2 inhibition: inhibition of NOD2-driven NF-kB reporter – cell-based, luminescence, uHTS, HEK293 (AID 1566) | inhibition, % at 4 µM; hits with a dose series show EC50 in µM | hit rate 0.63% among 290,000 | HEK293 NOD2/NF-kB luciferase reporter, luminescence; higher % means a stronger effect; further: many of its hits are not listed in these tables
Active calls of the source: *; . = not tested or not shown; [ ] = another dose, or the depositor's remark. Unless noted, no stated cut-off is given here; in the data, active means inhibition above about 50%; inactive means the rest. Not all compounds are listed. The share of hits here may be higher or lower than overall.

GPR55 LPI antagonism,MgcRacGAP inhibition,HIV peptide binding,NOD2 inhibition,NOD1 inhibition,structure,KOR beta-arrestin-2,Large T inhibition,KOR beta-arrestin-1,GPR55 activation
-5%,5%,-3.0%,21%,-13%,CC1CCC(NC(=O)c2cc3c(=O)n(C)c4ccccc4c3n2C)CC1 (configuration not stated),-6%,1%,-5.5%,0.6%
-5%,3%,-0.5%,2%,-10%,COC(=O)[C@@H]1C[C@H]2CC[C@H](O)C[C@H]2N1Cc1ccc(Cl)cc1,-19%,9%,3.2%,1.4%
9%,5%,0.1%,14%,6%,CCCOC(=O)NC1CCS(=O)(=O)C1 (configuration not stated),6%,7%,1.2%,0.3%
1%,11%,-0.1%,3%,-21%,c1ccc(C2CC(c3ccccc3)C(c3ccccc3)N2)cc1 (configuration not stated),-19%,-8%,3.1%,0.3%
-48%,4%,-2.0%,-2%,-13%,Cc1cccc(C(=O)N2CCCC(Nc3ccc(F)c(F)c3)C2)n1 (configuration not stated),4%,1%,-1.5%,0.0%
-15%,3%,5.6%,6%,-42%,Cc1ccc2nc(SCc3ccccc3)c(C=O)c(=O)n2c1,-22%,12%,1.5%,-0.1%
1%,4%,0.8%,36%,-23%,O=C(N/N=C/c1cc(O)ccc1Br)c1cccnc1,-53%[20 µM],3%,-1.2%,-0.1%
1%,0%,1.0%,-1%,-18%,Cc1cccc(CN2CCN(CC(=O)NCCCN3CCCC3=O)C2=O)c1,37%,-1%,2.3%,-0.1%
3%,-1%,0.1%,15%,-7%,O=Cc1cn(CC(=O)Nc2ccccc2)c2ccccc12,-27%[20 µM],9%,1.1%,-0.2%
4%,1%,-4.0%,-38%,-9%,Cc1cc(N/N=C\c2ccccc2)nc(-c2ccccc2O)n1,-20%,4%,1.5%,0.6%
6%,-3%,2.9%,-52%,-12%,O=S(=O)(Nc1ccc(-c2nc3cccnc3s2)cc1)c1cccs1,-52%,3%,2.2%,0.3%
16%,15%,0.3%,8%,-2%,COc1cc(C(=S)N2CCN(C(c3ccccc3)c3ccccc3)CC2)cc(OC)c1O,-33%[20 µM],9%,3.3%,0.8%
-4%,13%,27%,-2%,34%,O=C(C1=C(O)C(=O)N(c2ncccn2)C1c1ccc(Cl)cc1)c1ccco1 (configuration not stated),9%,12%,7.5%,-0.1%
4%,-3%,-0.2%,-2%,-11%,CCOC(=O)N1CCC(Nc2ncnc3c2cnn3-c2ccc(Cl)cc2)CC1,-12%,14%,4.0%,-0.2%
-4%,4%,-1.5%,20%,-3%,CN(C)S(=O)(=O)c1ccc(C(=O)Nc2cccc(S(=O)(=O)NC3=NCCC3)c2)cc1,37%,4%,2.7%,1.1%
-11%,12%,-0.7%,-7%,4%,COc1ccccc1CNC(=O)C1CC(c2ccccc2F)=NO1 (configuration not stated),21%,5%,-5.1%,-0.2%

The closing three compounds of the section before are carried over, then new ones follow:
GPR55 LPI antagonism,MgcRacGAP inhibition,HIV peptide binding,NOD2 inhibition,NOD1 inhibition,structure,KOR beta-arrestin-2,Large T inhibition,KOR beta-arrestin-1,GPR55 activation
4%,-3%,-0.2%,-2%,-11%,CCOC(=O)N1CCC(Nc2ncnc3c2cnn3-c2ccc(Cl)cc2)CC1,-12%,14%,4.0%,-0.2%
-4%,4%,-1.5%,20%,-3%,CN(C)S(=O)(=O)c1ccc(C(=O)Nc2cccc(S(=O)(=O)NC3=NCCC3)c2)cc1,37%,4%,2.7%,1.1%
-11%,12%,-0.7%,-7%,4%,COc1ccccc1CNC(=O)C1CC(c2ccccc2F)=NO1 (configuration not stated),21%,5%,-5.1%,-0.2%
-7%,7%,-2.3%,7%,-10%,COc1ccc(C(OC(=O)c2ccco2)C(=O)NCC2CCCO2)cc1 (configuration not stated),10%,7%,-1.8%,-0.2%
12%,7%,-1.5%,21%,43%,Cc1ccc(CN2CCN(/N=C/c3cc(Br)ccc3F)CC2)cc1,-35%[20 µM],10%,-1.6%,-0.2%
12%,4%,-2.7%,19%,22%,Cc1nn2c3c(cnc2c1-c1ccccc1)C(=O)CC(c1ccccc1)C3 (configuration not stated),-4%,8%,-1.0%,0.1%
-4%,5%,-1.4%,8%,-38%,Cc1ccc(NC(=O)CN(C)C(=O)c2ccc(S(=O)(=O)N(C)c3ccccc3)cc2)cc1,-34%,5%,1.0%,-0.5%
11%,2%,-1.5%,1%,0%,COc1ccc(Oc2ccc(C(F)(F)F)cc2N)cc1,20%,6%,-3.4%,1.3%
16%,22%,1.7%,1%,-21%,O=S(=O)(c1ccccc1)N1CCC(N2CCCCCC2)CC1,16%,5%,-0.8%,-0.1%
-1%,-18%,3.1%,-2%,-31%,Cc1ccc2c(COC(=O)CNC(=O)c3ccccc3)cc(=O)oc2c1,22%,-10%,-0.3%,0.2%
6%,17%,0.9%,1%,-10%,CCOC(=O)N1CCN(CC(=O)Nc2ccc(C)cc2)CC1,12%,-5%,-5.2%,-0.4%
40%,6%,-0.6%,-45%,-21%,CCN(CC)C(=O)CCCSc1nnc(Nc2ccccc2F)s1,12%,3%,-4.8%,-0.4%
17%,.,0.5%,-22%,-13%,CC(=O)Nc1ccc(SC[C@H](c2ccccc2)N2CCN(CCc3ccccc3)CCC2=O)cc1,20%,16%,0.8%,1.4%
-2%,6%,-1.6%,5%,-34%,Cc1ccc(NC(=O)CCNS(=O)(=O)c2cccc3nsnc23)cc1F,-4%,8%,-2.2%,-0.2%
4%,-2%,-1.4%,-35%,-44%,COCCCC1CCN(Cc2nc(-c3ccccc3)no2)CC1,0%,15%,2.3%,0.2%
4%,13%,5.2%,-65%,-107%,Cc1cc(SCC(=O)c2ccc(Cl)cc2)nc(=O)[nH]1,-11%,25%,-5.5%,-0.1%
16%,7%,1.0%,-7%,-3%,O=C(CN1C2=NCCN2c2ccccc21)c1ccc2c(c1)OCO2,-19%,3%,0.1%,-0.2%
-6%,1%,0.7%,-4%,-19%,COc1ccc(NC(=O)CCCNC(=O)Cn2cnc3sc(C)c(C)c3c2=O)cc1Cl,-48%,4%,-0.3%,-0.2%
11%,0%,2.7%,-27%,12%,CCCN1CCN(C(=O)c2oc3c(Cl)cccc3c2C)CC1,-12%,10%,-1.7%,0.2%
-7%,2%,-1.2%,-4%,-40%,CCOc1ccc2nc(N(CCN(C)C)C(=O)c3cc4ccccc4cc3OC)sc2c1,-22%,7%,-1.1%,0.2%
-1%,-2%,-0.7%,-57%,-14%,Cc1c(C(=O)Nc2ccc(S(=O)(=O)Nc3ncccn3)cc2)oc2ccc(Cl)cc12,0%,26%,-2.5%,-0.2%
20%,5%,1.2%,9%,-22%,CN(Cc1cccnc1)Cc1cn(C)nc1-c1ccc(Oc2ccccc2)cc1,-22%,4%,-3.0%,0.4%
8%,6%,0.6%,6%,-18%,Cc1cccc(-c2noc(C(C)NC(=O)c3ccco3)n2)c1 (configuration not stated),-9%,-3%,2.0%,-0.4%
12%,5%,3.9%,17%,-14%,Cc1c(CC(Cl)(Cl)Cl)c2c(n1O)CC(C)(C)CC2=O,-8%,15%,0.2%,-0.1%
11%,10%,2.8%,4%,-2%,CC(C)c1ccc(NC2CCCN(C(=O)C3=NN(C)C(=O)CC3)C2)cc1 (configuration not stated),8%,7%,-2.5%,0.3%
-3%,-3%,1.3%,13%,-13%,COc1ccc(N(CC(=O)O)S(=O)(=O)c2cccnc2)cc1,7%,10%,1.1%,1.3%
-2%,6%,-0.6%,-2%,-40%,Cc1ccccc1-c1noc(CNC(=O)COc2ccccc2)n1,4%,12%,-0.5%,0.3%
7%,6%,3.3%,2%,-16%,N/C(CN1CCCC1=O)=N\OC(=O)c1ccc(Cl)cc1,16%,7%,1.2%,0.5%
1%,6%,-0.2%,5%,-9%,COC(=O)CCC(=O)Nc1ccc(OC)cc1,-16%,12%,4.7%,0.3%
14%,5%,2.9%,10%,-8%,COCCn1c(C)cc(C(=O)COC(=O)c2cc3c(s2)CCC3)c1C,9%,9%,1.1%,-0.1%
10%,1%,-0.4%,-26%,-33%,CC(C)c1ccc(NC(=O)c2ccc(NS(C)(=O)=O)cc2)cc1,8%,4%,-1.9%,-0.2%
3%,.,-2.9%,12%,-12%,N#Cc1cc([N+](=O)[O-])ccc1NC(=O)COC(=O)CC1CCCC1,20%,4%,0.7%,-0.1%
2%,1%,0.3%,1%,-18%,O=C(NCC1CCCO1)c1ccc2c(c1)N(Cc1ccc(F)cc1Cl)C(=O)CS2 (configuration not stated),12%,16%,-4.8%,-0.1%
11%,2%,2.1%,5%,1%,CC12CN3CC(C)(CN(C1)C3c1cc3ccccc3[nH]1)C2=O (configuration not stated),19%,0%,-3.3%,-0.1%
0%,4%,3.4%,13%,-18%,CCOc1ccc(OCC)c(S(=O)(=O)NCc2cccnc2)c1,1%,6%,4.6%,0.6%
-8%,4%,1.2%,11%,-16%,COc1cccc(-n2nnnc2SCC(=O)Nc2ccc(OC)cc2OC)c1,-14%[20 µM],5%,-2.9%,0.5%
10%,9%,21%,17%,-12%,CCOc1ccc(-n2cc(C(=O)NC(C)C)c3cc(OC)c(OC)cc3c2=O)cc1,-5%,5%,5.8%,-0.1%
-9%,13%,-2.7%,-16%,6%,COc1ccc(/C=N/NC(=O)c2c(C)nc3ccc(Br)cn23)cc1OC,-21%,11%,5.0%,-0.1%
5%,.,0.9%,-27%,-1%,CCc1ccccc1NNC(=O)c1snnc1C,-7%,12%,1.7%,0.3%
9%,17µM*,2.4%,-21%,-22%,CC1=NN(C(N)=S)C(=O)C1N=Nc1ccc(O)cc1 (configuration not stated),2%[20 µM],4%,-4.9%,-0.1%
11%,10%,-0.9%,-7%,-16%,Cn1c(=O)c2c(SCc3ccccc3)nc(C3CC3)nc2n(C)c1=O,-33%,22%,3.2%,9.3%
-3%,12%,-1.9%,-1%,4%,COc1ccc(NC(=O)C2=C(C)C(=O)OC23CCC(C)CC3)c(OC)c1 (configuration not stated),6%,5%,-0.4%,0.7%
-20%,4%,-1.0%,-7%,4%,CC(C)(C)NC(=O)c1ccc2c(c1)N(CC(=O)N1CCCCC1)C(=O)C(C)(C)O2,-27%,4%,4.9%,-0.2%
9%,5%,-0.4%,6%,-10%,Cc1cccc(NC(=O)CC2NCCNC2=O)c1 (configuration not stated),20%,15%,-6.0%,-0.1%
-2%,7%,0.0%,0%,-18%,CC(OC(=O)c1cccc(S(=O)(=O)N2CCCC2)c1)C(=O)c1ccccc1 (configuration not stated),-4%,5%,11%,-0.1%
10%,4%,2.2%,6%,-27%,CC(=O)Nc1ccccc1NC(=O)COc1cccc2ccccc12,-29%,4%,1.2%,0.0%
4%,1%,0.4%,12%,10%,CC(C)(C)CC(=O)Nc1cccc2c1CCCC2,-6%,6%,-4.3%,-0.2%

From PubChem BioAssay
